Source: PubChem BioAssay (several laboratories)
Lmaj promast = reduces viability of Leishmania major promastigotes. resazurin fluorescence viability. inhibition, % at 10 µM. actives 9% (n = 200,000); in the data active = inhibition above about 50%;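 note: promastigotes grown with compound for 44 hours at 28 °C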
ROMK primary = modulates human ROMK potassium channel activity. Tet-inducible ROMK, thallium flux fluorescence; actives lie on both sides. B-score at 10 µM. actives 2% (n = 130,000). AID 1918;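 active = signal ratio slope over the read window, or its plate-corrected B-score, at least 3 SD from the plate mean, either direction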;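 note: B-score of the F/F0 ratio slope over 7 to 12 s after thallium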
Target sequence (P48048 whole entry, looked up): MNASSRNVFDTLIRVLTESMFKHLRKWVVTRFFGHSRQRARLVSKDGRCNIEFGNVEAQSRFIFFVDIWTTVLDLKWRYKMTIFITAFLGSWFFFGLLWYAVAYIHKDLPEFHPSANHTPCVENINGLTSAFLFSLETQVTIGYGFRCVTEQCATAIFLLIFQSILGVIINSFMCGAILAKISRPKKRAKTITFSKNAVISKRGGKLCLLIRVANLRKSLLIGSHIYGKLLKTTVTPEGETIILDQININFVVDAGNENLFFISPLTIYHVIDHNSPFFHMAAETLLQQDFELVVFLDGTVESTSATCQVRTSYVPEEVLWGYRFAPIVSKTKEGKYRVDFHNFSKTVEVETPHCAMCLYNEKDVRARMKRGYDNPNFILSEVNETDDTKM
PPARg SRC3 recr = PPARgamma-driven SRC-3 recruitment agonism | activation, % at 8 µM | actives 0.26% (n = 200,000) | P37231 | biochemical PPARgamma/SRC-3 coactivator recruitment assay | AID 731; in the data active = activation above about 23%;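 note: 0% = DMSO and 100% = reference agonist; some compounds past the cut are filed as inactive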
bIAP inhibitor = intestinal alkaline phosphatase (bovine) inhibition | inhibition, % at 20 µM | 190,000 tested, under 10 active | purified bovine IAP, CDP-star luminescence, 30 min;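 active = over 50% inhibition of intestinal alkaline phosphatase at 20 µM in the single-dose screen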
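Assay system – bovine IAP enzyme · Quantity – bovine IAP at 1/65,000,000 final dilution · Detection – CDP-star luminescence signal · Times – 30 min reaction at room temperature · Also added – CDP-star substrate at 30 µM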
RAM inhibit = yeast RAM network inhibition | AID 868 | actives 1.8% (n = 190,000) | S. cerevisiae dse1pr::URA3 reporter, 5-FOA growth OD615, 2 d; analog-sensitive cbk1-as2 kinase mutant strain | inhibition, % at 50 µM;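 active = inhibition above a set limit, 3 SD over mean compound inhibition, cut at about 8.4% in these data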;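 note: 0% = DMSO-only wells with no growth and 100% = 10 µM 1-NA-PP1 full growth; inhibition rescues growth on 5-FOA so higher OD means more RAM inhibition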
PPARg SRC1 recr = agonists of human PPARgamma SRC-1 coactivator recruitment; P37231; PPARgamma-SRC-1 coactivator recruitment biochemical assay; activation, % at 8 µM; actives 0.41% (n = 200,000); AID 631; in the data active = activation above about 19%;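 note: 0% = DMSO and 100% = reference agonist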
PPARg SRC2 recr = agonists of SRC-2 recruitment by human PPARgamma; PPARgamma LBD-SRC-2 recruitment, biochemical; activation, % at 8 µM; actives 0.34% (n = 200,000); AID 1032; in the data active = activation above about 22%;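 note: 0% = vehicle and 100% = reference agonist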
DTT redox prof = compounds producing H2O2 with reducing agent – biochemical, NIH compound library profiling, artefact control for MLSCN library redox annotation, primary screen; actives 0.03% (n = 200,000); activation, % at 10 µM; AID 878; DTT-dependent redox cycling H2O2, phenol red/HRP absorbance; 100% = 100 µM peroxide control, 0% = buffer;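 active = activation of at least 50% relative to the plate's high and low controls in the primary single-dose screen; inactive = activation below 50%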;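 note: compound incubated with DTT at 0.8 mM final as the reducing agent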
HMGR II inh = blocks class II HMG-CoA reductase of Enterococcus faecalis. purified E. faecalis HMGR, NADPH absorbance 340 nm kinetic. actives 0.41% (n = 190,000). inhibition, % at 10 µM;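 active = inhibition above a set limit, the median over all tested compounds plus 3 SD, cut at about 9.5% in these data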;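 note: enzyme runs in reverse so mevalonate oxidation gives rising NADPH absorbance; 0% = complete reaction with DMSO and 100% = background rate lacking mevalonate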
S1P3 antag = S1P3 (human) receptor antagonism; Q99500; CHO S1P3 NFAT-BLA reporter, FRET fluorescence, antagonist mode; inhibition, % at 4.98 µM; actives 0.27% (n = 170,000); AID 485;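 active = inhibition above the plate cutoff, the mean inhibition of test wells on that plate plus 3 SD, cut at about 28% in these data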;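 note: cells challenged with S1P at its EC80 of 0.8 µM; blue over green emission ratio from cleaved BLA substrate after 4 h stimulation; 0% = S1P-stimulated wells and 100% = unstimulated DMSO-only wells; some compounds past the cut are filed as inactive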
Target sequence (Q99500 whole entry, looked up): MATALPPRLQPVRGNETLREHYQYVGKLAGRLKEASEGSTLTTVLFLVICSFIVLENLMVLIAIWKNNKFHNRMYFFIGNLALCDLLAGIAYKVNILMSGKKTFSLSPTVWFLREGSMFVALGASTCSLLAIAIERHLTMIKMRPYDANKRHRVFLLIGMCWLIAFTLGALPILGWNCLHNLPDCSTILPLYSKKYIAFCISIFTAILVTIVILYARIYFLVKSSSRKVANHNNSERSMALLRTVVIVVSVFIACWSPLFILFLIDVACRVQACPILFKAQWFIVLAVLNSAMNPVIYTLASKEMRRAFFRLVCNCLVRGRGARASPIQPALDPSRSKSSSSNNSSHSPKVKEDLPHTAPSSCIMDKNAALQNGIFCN
SRC2 TRFRET art = TR-FRET artefact, counter-screen to PPARgamma/SRC-2 agonist assay. active compounds read high. TR-FRET ratio at 8 µM. actives 0.4% (n = 200,000); in the data active = TR-FRET ratio above about 2000; note: inactives centre near 1500; reference of the scale not given here
Active calls of the source: *. Rows were taken by chance; about 13% have a hit in one of these screens.

Results for C[n+]1ccc(C(=O)N/N=C/c2ccco2)cc1 ?
Lmaj promast: 8; ROMK primary: 0.08; PPARg SRC3 recr: 3; bIAP inhibitor: -2; RAM inhibit: 0.9; PPARg SRC1 recr: -7; PPARg SRC2 recr: 3; DTT redox prof: -0.2; HMGR II inh: 6; S1P3 antag: -13; SRC2 TRFRET art: 1442

Results for COc1cc(C(=O)OCCN2CCCCC2)ccc1O ?
Lmaj promast: -1; ROMK primary: 0.28; PPARg SRC3 recr: -19; bIAP inhibitor: 6; RAM inhibit: -0.1; PPARg SRC1 recr: 3; PPARg SRC2 recr: -1; DTT redox prof: -1.5; HMGR II inh: -5; SRC2 TRFRET art: 1570

Results for CCS(=O)(=O)Nc1cccc(C2=NN(C(C)=O)C(c3cccs3)C2)c1 (stereo not drawn) ?
Lmaj promast: 16; ROMK primary: 0.63; PPARg SRC3 recr: 2; bIAP inhibitor: 0; RAM inhibit: 2.0; PPARg SRC1 recr: 7; PPARg SRC2 recr: -2; DTT redox prof: -1.3; HMGR II inh: -2; S1P3 antag: 14; SRC2 TRFRET art: 1473

How did COc1cc(NC(=O)CN2c3cccc4cccc(c34)S2(=O)=O)cc(OC)c1OC do in these assays?
Lmaj promast: 6; ROMK primary: -1.2; PPARg SRC3 recr: -10; bIAP inhibitor: 6; RAM inhibit: 6.5; PPARg SRC1 recr: -4; PPARg SRC2 recr: 1; DTT redox prof: 1.7; HMGR II inh: -3; S1P3 antag: 17; SRC2 TRFRET art: 1642

How did O=C(/C=C1\NC2(CCCC2)Cc2ccccc21)C(=O)N/N=C/c1ccc(O)c(O)c1 do in these assays?
Lmaj promast: 62*; ROMK primary: 2.8; PPARg SRC3 recr: 2; bIAP inhibitor: -8; RAM inhibit: 0.1; PPARg SRC1 recr: 11; PPARg SRC2 recr: 7; DTT redox prof: -1.0; HMGR II inh: -2; S1P3 antag: -2; SRC2 TRFRET art: 1783

What do the screens show for `CC(C)(C)NC(=O)Cn1c(SCC(=O)NCc2cccs2)nc2ccccc21`?
Lmaj promast: -5; PPARg SRC3 recr: 7; bIAP inhibitor: 4; RAM inhibit: 4.8; PPARg SRC1 recr: 8; PPARg SRC2 recr: 4; DTT redox prof: -0.1; HMGR II inh: -6; S1P3 antag: -12; SRC2 TRFRET art: 1719

How did O=C1c2ccc(Oc3cccc([N+](=O)[O-])c3)cc2C(=O)N1c1ccccn1 do in these assays?
Lmaj promast: -5; ROMK primary: -0.36; PPARg SRC3 recr: -1; bIAP inhibitor: -21; RAM inhibit: 1.0; PPARg SRC1 recr: 6; PPARg SRC2 recr: 6; DTT redox prof: -1.5; HMGR II inh: -2; S1P3 antag: -8; SRC2 TRFRET art: 1504

Results for CCOC(=O)C1(CC2CCCCO2)CCN(C(=O)Nc2ccc(C(=O)OC)cc2)CC1 (stereo not drawn) ?
Lmaj promast: 3; ROMK primary: -0.42; PPARg SRC3 recr: 3; bIAP inhibitor: -10; RAM inhibit: 0.2; PPARg SRC1 recr: 10; PPARg SRC2 recr: 4; DTT redox prof: -0.9; HMGR II inh: 0; S1P3 antag: 0; SRC2 TRFRET art: 1480

Results for Nn1c(Cc2cccc3ccccc23)nnc1SCc1c(Cl)cccc1Cl ?
Lmaj promast: 9; ROMK primary: -1.1; PPARg SRC3 recr: 1; bIAP inhibitor: -1; RAM inhibit: 1.4; PPARg SRC1 recr: 2; PPARg SRC2 recr: 7; DTT redox prof: -0.3; HMGR II inh: -5; S1P3 antag: 4; SRC2 TRFRET art: 1505

What do the screens show for `CCOC(=O)N1CCN(Cc2ccccc2F)CC1`?
Lmaj promast: -4; PPARg SRC3 recr: 3; bIAP inhibitor: 2; RAM inhibit: 0.0; PPARg SRC1 recr: 0; PPARg SRC2 recr: 4; DTT redox prof: 1.2; HMGR II inh: 1; S1P3 antag: -14; SRC2 TRFRET art: 1703

Results for Cc1ccccc1-n1nc(C)c2c(C(=O)NN)cc(-c3ccncc3)nc21 ?
Lmaj promast: 6; ROMK primary: 0.33; PPARg SRC3 recr: 1; bIAP inhibitor: -4; RAM inhibit: 0.2; PPARg SRC1 recr: 2; PPARg SRC2 recr: 2; DTT redox prof: 0.0; HMGR II inh: -2; S1P3 antag: -9; SRC2 TRFRET art: 1483

How did Cc1cc(C)c(S(=O)(=O)N2CCC(C(N)=O)CC2)cc1C do in these assays?
Lmaj promast: 0; ROMK primary: 1; PPARg SRC3 recr: 0; bIAP inhibitor: 11; RAM inhibit: 1.9; PPARg SRC1 recr: -5; PPARg SRC2 recr: -1; DTT redox prof: -0.1; HMGR II inh: -5; SRC2 TRFRET art: 1533

What do the screens show for `COc1cccc(-c2csc(N3CCN(C(=O)Nc4ccc(Cl)cc4)CC3)n2)c1`?
Lmaj promast: 29; ROMK primary: 0.65; PPARg SRC3 recr: 0; bIAP inhibitor: 9; RAM inhibit: 3.1; PPARg SRC1 recr: 8; PPARg SRC2 recr: 7; DTT redox prof: -0.7; HMGR II inh: 9.9*; S1P3 antag: -28; SRC2 TRFRET art: 1609

Results for CCn1c(COc2ccc3c(c2)OCO3)nnc1SCC(=O)O ?
Lmaj promast: -6; ROMK primary: -0.042; PPARg SRC3 recr: 4; bIAP inhibitor: 6; RAM inhibit: 1.0; PPARg SRC1 recr: -3; PPARg SRC2 recr: 5; DTT redox prof: 0.5; HMGR II inh: -5; SRC2 TRFRET art: 1523

What do the screens show for `CCOc1ccc2nc(NC(=O)CSc3nnnn3C3CCCCC3)sc2c1`?
Lmaj promast: 10; ROMK primary: -1; PPARg SRC3 recr: -6; bIAP inhibitor: 8; RAM inhibit: 3.5; PPARg SRC1 recr: 3; PPARg SRC2 recr: 1; DTT redox prof: 0.8; HMGR II inh: 0; S1P3 antag: -19; SRC2 TRFRET art: 1590

Results for Cn1c(=O)[nH]c(=O)c2c1nc(NCc1ccccc1)n2CCCc1ccccc1 ?
Lmaj promast: -3; PPARg SRC3 recr: -7; bIAP inhibitor: -5; RAM inhibit: 5.1; PPARg SRC1 recr: 0; PPARg SRC2 recr: 0; DTT redox prof: 3.5; HMGR II inh: 2; S1P3 antag: -29; SRC2 TRFRET art: 1477

Results for CC(=O)n1nc(-c2cccnc2)nc1NCc1cccs1 ?
Lmaj promast: -1; ROMK primary: 0.22; PPARg SRC3 recr: 5; bIAP inhibitor: 2; RAM inhibit: -0.3; PPARg SRC1 recr: 2; PPARg SRC2 recr: 3; DTT redox prof: -0.2; HMGR II inh: 1; S1P3 antag: -9; SRC2 TRFRET art: 1576

Results for Cc1ccc(NS(=O)(=O)c2cc(C(=O)Nc3cccc(N(C)S(C)(=O)=O)c3)ccc2C)c(C)c1 ?
Lmaj promast: 69*; ROMK primary: 0.18; PPARg SRC3 recr: 4; bIAP inhibitor: -3; RAM inhibit: 7.7; PPARg SRC1 recr: 6; PPARg SRC2 recr: -3; DTT redox prof: -0.1; HMGR II inh: -1; S1P3 antag: 0; SRC2 TRFRET art: 1725

How did O=c1cc(Cc2ccccc2)[nH]c(=S)[nH]1 do in these assays?
Lmaj promast: -5; ROMK primary: -0.16; PPARg SRC3 recr: 4; bIAP inhibitor: 17; RAM inhibit: 0.4; PPARg SRC1 recr: -3; PPARg SRC2 recr: 1; DTT redox prof: -0.3; HMGR II inh: 5; S1P3 antag: 2; SRC2 TRFRET art: 1596

Results for N#CC1=C(N)Oc2n[nH]c(-c3cccs3)c2C1c1ccsc1 (stereo not drawn) ?
Lmaj promast: 7; ROMK primary: -0.22; PPARg SRC3 recr: 9; bIAP inhibitor: 8; RAM inhibit: 4.1; PPARg SRC1 recr: 10; PPARg SRC2 recr: 13; DTT redox prof: 0.0; HMGR II inh: 0; S1P3 antag: -9; SRC2 TRFRET art: 1505

Results for CCC(=O)NC1(C(F)(F)F)C(=O)Nc2c1c(=O)[nH]c(=O)n2Cc1ccco1 (stereo not drawn) ?
Lmaj promast: -2; ROMK primary: 0.86; PPARg SRC3 recr: 21; bIAP inhibitor: 16; RAM inhibit: 3.0; PPARg SRC1 recr: 16; PPARg SRC2 recr: 12; DTT redox prof: 0.5; HMGR II inh: -5; SRC2 TRFRET art: 1828

How did COc1ccc(OC)c(-c2nc(CN3CCCCC3c3cccnc3)c(C)o2)c1 (stereo not drawn) do in these assays?
Lmaj promast: 8; ROMK primary: -0.48; PPARg SRC3 recr: 3; bIAP inhibitor: 0; RAM inhibit: 0.5; PPARg SRC1 recr: 1; PPARg SRC2 recr: -8; DTT redox prof: -0.6; HMGR II inh: 3; S1P3 antag: -13; SRC2 TRFRET art: 1598

How did OCCCCNCc1cc(Br)ccc1OCc1ccccc1 do in these assays?
Lmaj promast: 8; ROMK primary: -0.75; PPARg SRC3 recr: 4; bIAP inhibitor: -5; RAM inhibit: 0.8; PPARg SRC1 recr: -1; PPARg SRC2 recr: 7; DTT redox prof: -0.4; HMGR II inh: 0; S1P3 antag: -6; SRC2 TRFRET art: 1567

What do the screens show for `CCCn1c(SCC(=O)N2CCN(c3ccccc3)CC2)nc2ccccc2c1=O`?
Lmaj promast: 12; ROMK primary: -0.026; PPARg SRC3 recr: 0; bIAP inhibitor: 2; RAM inhibit: 0.3; PPARg SRC1 recr: -4; PPARg SRC2 recr: 5; DTT redox prof: 3.1; HMGR II inh: -1; S1P3 antag: -12; SRC2 TRFRET art: 1420

How did COc1ccc(Cc2nc3ccc(S(N)(=O)=O)cc3[nH]2)cc1OC do in these assays?
Lmaj promast: -2; PPARg SRC3 recr: 2; bIAP inhibitor: 1; RAM inhibit: 0.9; PPARg SRC1 recr: -5; PPARg SRC2 recr: 2; DTT redox prof: 1.8; HMGR II inh: -3; S1P3 antag: -2; SRC2 TRFRET art: 1634

Results for Cc1c(C)c2ccc(OCc3ccc(C(=O)O)o3)c(C)c2oc1=O ?
Lmaj promast: -9; ROMK primary: 1.3; PPARg SRC3 recr: -6; bIAP inhibitor: 20; RAM inhibit: 2.3; PPARg SRC1 recr: 2; PPARg SRC2 recr: -2; DTT redox prof: 2.6; HMGR II inh: 0; S1P3 antag: -20; SRC2 TRFRET art: 1332

Results for CCN1C(=O)N/C(=C/c2cc(C)n(Cc3ccccc3)c2C)C1=O ?
Lmaj promast: -2; ROMK primary: 0.08; PPARg SRC3 recr: 5; bIAP inhibitor: -1; RAM inhibit: 4.7; PPARg SRC1 recr: 5; PPARg SRC2 recr: 9; DTT redox prof: 0.0; HMGR II inh: 2; S1P3 antag: 4; SRC2 TRFRET art: 1649
